IkB signaling: suppresses IkB signaling in ABC-DLBCL reporter cells | Potency, µM (titrated, usually from 57.1 µM), inactives show top-dose IkBa stabilization activation | ABC-DLBCL IkBa-CBG/CBR dual luciferase ratio, 4 h; response scale: scaled: untreated 0%, proteasome inhibitor 100% | actives 0.04% (n = 110,000); active means well fitted curve in the direction sought with a large enough effect in the signal ratio, not every such curve was filed as active; inconclusive means small, poorly fitted or top-dose-only effect, or a change in a side signal; the % refers to the signal ratio;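 further: the direction sought is a rising ratio; 0% = basal untreated cells and 100% = reference inhibitor full response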
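Luminescence ratio of IκBα-fused green versus native red beetle luciferase in OCI-Ly3 cells, 4 h post-doxycycline with compound; red signal alone, scaled from basal (0%) to zero light (-100%), flagged nonspecific or cytotoxic effects.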
p53ts 32C kill: cytotoxicity in p53ts cells at permissive temperature; Potency, µM (top dose mostly 46.1 µM), without a hit: at the top dose activity change, negative = cytotoxicity, hits mostly cytotoxic; H1299-p53A138V at 32C, ATP luminescence viability, 24 h; actives 0.93% (n = 130,000);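 further: 0% = DMSO and -100% = full killing by reference compound; nearly all actives have a fitted effect of over 55% in size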
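ATP-content luminescence (ATPlite) read-out after 24 h compound exposure at 32C in H1299-p53A138V cells (600/well). Tested up to 46 uM. Normalized to DMSO (0%) and 100 uM tamoxifen (100% killing); Hill-fit AC50.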
Peg3 imprint: induces erasure of genomic imprints in mouse ES cells; actives 0.02% (n = 110,000); mouse ES Peg3-LacZ reporter, beta-gal luminescence, 40 h; Potency, µM (doses to about 60.7 µM), inactives show top-dose activity change, positive = activation, usual class: activators;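 further: 0% = negative control wells on the plate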
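Readout: BetaGlo luminescence (5 min, room temp) for LacZ from the normally silent maternal Peg3 allele in female Peg3LacZ-Neo ES cells. Cells 300/well, 40 h, 37C, 5% CO2. Data normalized per plate to negative controls.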
p53ts 39C tox: cytotoxicity in p53ts cells at nonpermissive temperature. H1299-p53A138V viability at 39C, ATP luminescence, 24 h. Potency, µM (doses to about 46.1 µM), for the others: at the highest dose activity change, negative = cell killing, most hits filed as cytotoxic. actives 1.5% (n = 130,000); further: nearly all actives have a fitted effect of over 55% in size
Active calls of the source: *; [ ] = another dose, or the depositor's remark. Unless noted, the call rests on the fitted dose curve; in most records, active means well fitted curve in the direction sought with a large enough effect; inconclusive means small, poorly fitted or top-dose-only effect, or another doubt; inactive means no such curve, though single readings can be large; an effect the other way counts as inactive or inconclusive. Unless noted, on the % scale 0 is the no-effect control and ±100 the full control effect; potency means the concentration at half of the fitted maximal effect.

COCCNC(=O)[C@H]1C[C@@H]1[C@H](NP(=O)(c1ccccc1)c1ccccc1)c1ccccc1 was read as p53ts 32C kill 10.8%, Peg3 imprint -11.5% and p53ts 39C tox -1.8%.
For Cn1cccc1-c1nc2ccc(NC(=O)c3ccco3)cc2[nH]1 the results were IkB signaling inconclusive, p53ts 32C kill -5.8%, Peg3 imprint -21.3% and p53ts 39C tox -5.0%.
For COC(=O)c1ccc(C(=O)Nc2ccc(-c3nc4cc(NC(=O)c5ccc(C(=O)OC)cc5)ccc4o3)cc2)cc1 the results were IkB signaling 4.3%, p53ts 32C kill 15.9%, Peg3 imprint -3.4%[10.9 µM] and p53ts 39C tox 1.5%.
Screening COc1ccccc1CN1CCC2(CC1)CCN(S(=O)(=O)c1ccccc1)CC2 returned IkB signaling 2.2%[11.4 µM], p53ts 32C kill -10.2% and p53ts 39C tox -3.6%.
Screening COCCN1Cc2cccc(C(=O)NCc3ccc4c(c3)OCO4)c2C1=O returned IkB signaling -1.0%, p53ts 32C kill 16.6%, Peg3 imprint -19.4% and p53ts 39C tox -10.6%.
CN(c1cc(=O)n2ccccc2n1)C1CCCCC1 was read as IkB signaling 13.7%, p53ts 32C kill -13.1%, Peg3 imprint -18.9% and p53ts 39C tox -16.1%.
CNc1oc(C)nc1S(=O)(=O)c1ccc(C)cc1 was read as IkB signaling 3.1%, p53ts 32C kill -7.9%, Peg3 imprint -6.2% and p53ts 39C tox -10.9%.
`COc1ccc(C(=O)Nc2ccc3oc(-c4cccnc4)nc3c2)cc1` gave IkB signaling inconclusive, p53ts 32C kill -20.2%, Peg3 imprint -9.3%[10.9 µM] and p53ts 39C tox -10.4%.
Cc1cc(NC(=O)c2ccccc2Oc2ccccc2)no1 was read as IkB signaling -0.1%, p53ts 32C kill 4.1%, Peg3 imprint -2.0% and p53ts 39C tox -1.6%.
`O=C1c2ccccc2C(Nc2ccc(S(=O)(=O)N3CCCCCC3)cc2)N1Cc1ccco1` (configuration not stated) gave IkB signaling 4.3%, p53ts 32C kill 25.4%, Peg3 imprint -24.4% and p53ts 39C tox 19.5%.
`CCCNC(=O)c1ccc(CNc2c(N3CCC(C(=O)OCC)CC3)c(=O)c2=O)cc1` gave IkB signaling -0.3%, p53ts 32C kill -8.6%, Peg3 imprint -5.4% and p53ts 39C tox 14.6%.
For Cc1ccc2c(CC(=O)Nc3sccc3C(N)=O)coc2c1 the results were IkB signaling inconclusive, p53ts 32C kill -26.0%, Peg3 imprint -25.5% and p53ts 39C tox -28.9%.
`COc1ccccc1NC(=O)CCCOc1cc(=O)n(C)c2ccccc12` gave IkB signaling 6.7%, p53ts 32C kill -5.5%, Peg3 imprint -7.5%[10.9 µM] and p53ts 39C tox -7.8%.
Screening CCOc1ccc(NC(=O)Cn2nnc(C(=O)Nc3ccc(OCC)cc3)c2N)cc1 returned IkB signaling 2.7%, p53ts 32C kill inconclusive, Peg3 imprint -8.4%[10.9 µM] and p53ts 39C tox -25.9%.
`CCOc1ccc(N(C)S(=O)(=O)c2ccc3c(c2)C(C)(C)C(=O)N3C)cc1` gave IkB signaling -1.3%, p53ts 32C kill 3.8%, Peg3 imprint 26.9%[10.9 µM] and p53ts 39C tox -21.8%.
CN(C)c1ccc(C(CNC(=O)c2ccc(C(C)(C)C)cc2)N2CCOCC2)cc1 (configuration not stated) was read as IkB signaling 0.3%, p53ts 32C kill -0.1%, Peg3 imprint 17.4%[10.9 µM] and p53ts 39C tox -6.7%.
`CC(=O)Nc1ccc(CN2CCN(c3cccc(C(F)(F)F)c3)CC2)cc1` gave p53ts 32C kill -10.5% and p53ts 39C tox -7.3%.
Screening CCc1nn2c(=O)cc(COC(=O)C(c3ccccc3)c3ccccc3)nc2s1 returned IkB signaling inconclusive, p53ts 32C kill 5.3%, Peg3 imprint -6.9%[10.9 µM] and p53ts 39C tox 3.3%.
For N#CC1=C(SCC(=O)Nc2cccc3cccnc23)NC(=O)C(C#N)C12CCCCC2 (configuration not stated) the results were IkB signaling inconclusive, p53ts 32C kill 8.3%, Peg3 imprint -2.0% and p53ts 39C tox -3.0%.
For Cc1cnc(CNc2cc(-c3cccc(C#N)c3)ncn2)cn1 the results were IkB signaling 1.8%[11.4 µM], p53ts 32C kill 17.9%, Peg3 imprint inconclusive and p53ts 39C tox 6.9%.
`O=C(Nc1ccc(Cl)cc1F)C1CCN(S(=O)(=O)c2cccnc2)CC1` gave IkB signaling 2.5%, p53ts 32C kill -3.5%, Peg3 imprint -3.9% and p53ts 39C tox 4.1%.
For CC(C)c1ccc2c(c1)-c1ccccc1S(=O)(=O)N2CC(=O)N1CCCCC1 the results were IkB signaling inconclusive, p53ts 32C kill 0.7%, Peg3 imprint 9.7%[10.9 µM] and p53ts 39C tox 6.3%.
CCOc1ccc(C2CC(=O)NC3=C2C(=O)CCC3)cc1 (configuration not stated) was read as IkB signaling -2.0%, p53ts 32C kill -1.6%, Peg3 imprint -4.4% and p53ts 39C tox -5.9%.
Screening COc1ccc(-n2c(SCC(=O)Nc3nccs3)nc3sc4c(c3c2=O)CCN(C)C4)cc1 returned IkB signaling inconclusive, p53ts 32C kill -0.6%, Peg3 imprint -16.2% and p53ts 39C tox -1.4%.
CC1=C(C(=O)N2CCN(c3ccc(Cl)cc3)CC2)C2(CCC(C)CC2)OC1=O (configuration not stated) was read as IkB signaling 2.1%, p53ts 32C kill 7.0%, Peg3 imprint 10.5%[10.9 µM] and p53ts 39C tox -29.7%.
Screening CCc1c(C(=O)Nc2nnc(C3CC3)s2)csc1C returned IkB signaling -4.0%, p53ts 32C kill 10.0%, Peg3 imprint -16.7% and p53ts 39C tox 3.0%.
CCC1=C(C)CN(C(=O)NCCc2ccc(S(=O)(=O)NC(=O)NC3CCC(C)CC3)cc2)C1=O (configuration not stated) was read as IkB signaling -1.4%[25.6 µM], p53ts 32C kill 0.2%[20.6 µM], Peg3 imprint -5.4% and p53ts 39C tox -1.2%[20.6 µM].
Screening COc1cccc(-c2nc(CS(=O)(=O)CC(=O)NCc3ccccc3)c(C)o2)c1 returned IkB signaling 2.0%, p53ts 32C kill 1.2%, Peg3 imprint -11.7% and p53ts 39C tox -7.3%.
O=C1CCCC2=C1C(c1ccco1)Nc1ccc3ccccc3c12 (configuration not stated) was read as IkB signaling 2.7%, p53ts 32C kill -2.9%, Peg3 imprint -10.4% and p53ts 39C tox -6.1%.
For Cc1ccsc1C1C(C(=O)O)c2ccccc2C(=O)N1C (configuration not stated) the results were IkB signaling 0.2%, p53ts 32C kill -8.5%, Peg3 imprint 2.8% and p53ts 39C tox 1.8%.
CC(C)NC(=O)N1[C@H](c2cccs2)[C@@H](C)C(=O)[C@@H](C)[C@@H]1c1cccs1 was read as IkB signaling 0.8%, p53ts 32C kill 11.0%, Peg3 imprint -9.6%[10.9 µM] and p53ts 39C tox -0.8%.
Screening C#CCSc1n[nH]c(-c2ccco2)n1 returned IkB signaling 0.3%[11.4 µM], p53ts 32C kill -11.4%[9.22 µM], Peg3 imprint -10.8%[10.9 µM] and p53ts 39C tox 7.3%[9.22 µM].
Cn1c(=O)n(C)c2cc(N3CCCCC3)c(NC(=O)Nc3ccc(Br)cc3)cc21 was read as IkB signaling -1.7%, p53ts 32C kill -7.7%, Peg3 imprint -2.8%[10.9 µM] and p53ts 39C tox -28.7%.
`CC1CCCCN1S(=O)(=O)c1cc2c(=O)nc3ccccn3c2cc1Cl` (configuration not stated) gave IkB signaling -0.9%, p53ts 32C kill -1.7%, Peg3 imprint -6.6%[10.9 µM] and p53ts 39C tox -0.2%.
O=c1[nH]c2cc3c(cc2cc1CN(CCc1ccccc1)Cc1nnnn1C1CCCC1)OCCO3 was read as IkB signaling 0.0%, p53ts 32C kill -1.2% and p53ts 39C tox 4.8%.
Screening Cc1cc(C)nc(N2CCCC(C(=O)NCCC3=CCCCC3)C2)n1 (configuration not stated) returned IkB signaling 2.0%, p53ts 32C kill 8.3%, Peg3 imprint -6.9% and p53ts 39C tox 6.8%.
For COc1ccccc1-c1nnc(NC(=O)C(C)SC2=NCCS2)s1 (configuration not stated) the results were IkB signaling 3.1%, p53ts 32C kill -7.3%, Peg3 imprint -25.1% and p53ts 39C tox 9.7%.
`O=C1C[C@@H](O)[C@@H](O)[C@@H]2[C@H]3C(=O)N(c4ccc(F)cc4F)C(=O)[C@@H]3CC[C@H]12` gave p53ts 32C kill -1.7%[9.22 µM] and p53ts 39C tox -9.4%[9.22 µM].
COc1ccc(-c2nnc(COc3ccc4ccccc4c3)o2)cc1OC was read as IkB signaling inconclusive, p53ts 32C kill -13.0%, Peg3 imprint -19.5% and p53ts 39C tox -6.3%.
For CCCCSc1nc(C)c(C(C)=O)cc1C#N the results were p53ts 32C kill 10.4% and p53ts 39C tox 6.9%.
`Cc1onc(-c2c(F)cccc2Cl)c1C(=O)NCC1COc2ccccc2O1` (configuration not stated) gave IkB signaling 1.2%, p53ts 32C kill 4.8%, Peg3 imprint -16.8% and p53ts 39C tox 10.9%.
`COc1ccc(C)cc1S(=O)(=O)N1CCC(C(=O)N2CCOCC2)CC1` gave IkB signaling 0.9%, p53ts 32C kill -2.2%, Peg3 imprint -1.7% and p53ts 39C tox 8.8%.
Screening CC(C)(C)n1nnnc1C(c1cccc(C(F)(F)F)c1)N1CCOCC1 (configuration not stated) returned IkB signaling 0.4%, p53ts 32C kill 2.5%, Peg3 imprint 0.4% and p53ts 39C tox 8.1%.
For CCc1c(O)nc(SCC(=O)Nc2ccccc2C)[nH]c1=O the results were IkB signaling 1.7%, p53ts 32C kill 5.8%, Peg3 imprint 2.5% and p53ts 39C tox 12.2%.
Screening COc1cc(-c2cc(OC)c3c(C)oc(C)c3c(=O)c2)ccc1OC(=O)c1ccccc1C returned IkB signaling inconclusive, p53ts 32C kill 10.5%, Peg3 imprint -17.1%[10.9 µM] and p53ts 39C tox 2.6%.

In the list so far, 2 contain a tert-butyl group:
CN(C)c1ccc(C(CNC(=O)c2ccc(C(C)(C)C)cc2)N2CCOCC2)cc1 (configuration not stated) was read as IkB signaling 0.3%, p53ts 32C kill -0.1%, Peg3 imprint 17.4%[10.9 µM] and p53ts 39C tox -6.7%.
Screening CC(C)(C)n1nnnc1C(c1cccc(C(F)(F)F)c1)N1CCOCC1 (configuration not stated) returned IkB signaling 0.4%, p53ts 32C kill 2.5%, Peg3 imprint 0.4% and p53ts 39C tox 8.1%.

Next entries:
Screening COc1cc(S(=O)(=O)N2CCOCC2)ccc1NC(=O)CSc1nnc(N)s1 returned IkB signaling -2.0%, p53ts 32C kill 0.6%, Peg3 imprint 5.1% and p53ts 39C tox -6.9%.
O=C(CCCCCCN1C(=O)c2ccccc2C1=O)NC1CCCCC1 was read as p53ts 32C kill -3.2% and p53ts 39C tox 10.2%.
`CCCCNC(=O)NS(=O)(=O)c1ccc(NS(=O)(=O)c2ccccc2)cc1` gave IkB signaling 1.3%, p53ts 32C kill 0.4%, Peg3 imprint 5.9% and p53ts 39C tox 7.2%.
`Cc1ccc2nc(NCc3ccccc3)c3nnnn3c2c1` gave IkB signaling -2.1%, p53ts 32C kill 0.5%, Peg3 imprint 3.3%[10.9 µM] and p53ts 39C tox inconclusive.
CC1CC(C)CN(CCCNC(=O)Cc2c(C(=O)O)[nH]c3ccccc23)C1 (configuration not stated) was read as IkB signaling -1.0%, p53ts 32C kill -1.5%, Peg3 imprint -7.3% and p53ts 39C tox -1.0%.
O=C(Cn1ncc2c3ccccc3n(Cc3cccc(Cl)c3)c2c1=O)N1CCCCCC1 was read as IkB signaling inconclusive, p53ts 32C kill 6.6%, Peg3 imprint -14.9%[10.9 µM] and p53ts 39C tox -29.7%.
For CC1CCc2nc(NC(=O)c3cc(C(C)(C)C)nn3C)sc2C1 (configuration not stated) the results were IkB signaling 0.0%, p53ts 32C kill -0.8%, Peg3 imprint 2.3% and p53ts 39C tox 1.4%.
For COc1cc(OC)c(NC(=O)c2c(C)oc3ncn(C)c(=O)c23)cc1Cl the results were IkB signaling 2.6%, p53ts 32C kill -0.9%, Peg3 imprint -5.4%[10.9 µM] and p53ts 39C tox -1.8%.
O=C1CCC[C@H]2OC12[C@@H](O)CCc1ccccc1 (some centres not stated) was read as p53ts 32C kill -7.7%[9.22 µM] and p53ts 39C tox 2.7%[9.22 µM].
CCOc1ccccc1N1CCN(Cc2ccc(Br)s2)CC1 was read as p53ts 32C kill -7.1% and p53ts 39C tox -10.0%.
